# ASAP1 inh: ASAP1 ArfGAP inhibition. Q9ULH1. ASAP1-stimulated ARF1 GTP hydrolysis, GDP FP detection. inhibition, % at 16.5 µM. 360,000 compounds, 0.19% hits; in the data active means inhibition above about 25%;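 further: 0% = vehicle with enzyme and substrate and 100% = no enzyme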
# PLCb3 inh: PLC-beta3 (human) inhibition, primary screen; Purified PLC-beta3, fluorogenic substrate, fluorescence; 370,000 compounds, 0.18% hits; Q01970; inhibition, % at 12.2 µM; in the data active means inhibition above about 11%;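 further: 0% = median of compound wells on plate and 100% = full blocker control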
# DDE Tn7 FP inh: inhibitors of Tn7 peptide binding to human fibrin DD(E); P02675; FP displacement of FITC-Tn7 peptide from fibrin DD(E); 0% = median of compound wells per plate; inhibition, % at 8.3 µM; 370,000 compounds, 0.13% hits;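 active means inhibition above the mean of compounds falling within the control limits plus 3 SD of them, cut at about 14% in these data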;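 further: 0% = plate median of compound wells and 100% = 10 µM Aha-Tn7 peptide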
# Target sequence (P02675 whole entry, looked up): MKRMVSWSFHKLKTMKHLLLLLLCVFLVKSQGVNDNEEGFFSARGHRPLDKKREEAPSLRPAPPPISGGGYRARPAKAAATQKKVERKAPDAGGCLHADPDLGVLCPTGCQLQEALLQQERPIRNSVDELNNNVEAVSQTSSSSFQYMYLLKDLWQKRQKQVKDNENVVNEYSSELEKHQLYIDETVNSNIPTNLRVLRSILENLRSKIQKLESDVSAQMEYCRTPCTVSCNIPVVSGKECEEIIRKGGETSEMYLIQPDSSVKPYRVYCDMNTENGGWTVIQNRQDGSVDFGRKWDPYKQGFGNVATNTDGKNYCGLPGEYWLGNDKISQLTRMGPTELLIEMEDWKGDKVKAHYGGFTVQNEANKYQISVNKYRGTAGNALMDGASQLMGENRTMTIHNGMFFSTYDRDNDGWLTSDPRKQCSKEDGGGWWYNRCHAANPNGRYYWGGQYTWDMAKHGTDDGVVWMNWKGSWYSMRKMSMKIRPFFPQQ
#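 Assay system: Human fibrin DD(E) protein | Medium: Tris buffer with calcium and detergent, pH 7.8 | Reagent: 0.1 µM fluorescent Tn7 | Compound dosing: Single point at 8.3 µM | Times: 10 min preincubation, 3 h with tracer, room temperature | Detection: Fluorescence polarization of the labelled Tn7 tracer | Controls: Aha-Tn7 high control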
# UHRF1 MBD2 ctr: blocks human UHRF1 binding to methylated DNA; Q96T88; UHRF1 binding to methylated oligo, TR-FRET; inhibition, % at 4.4 µM; 370,000 compounds, 0.75% hits; AID 687016; in the data active means inhibition above about 21%;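 further: UHRF1 SRA domain binding a hemimethylated CpG hairpin DNA probe; 0% = median of test compound wells and 100% = reference inhibitor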
# MBD2 inh: inhibitors of human MBD2 binding to methylated oligonucleotide; Q9UBB5; TR-FRET; inhibition, % at 4.4 µM; 370,000 compounds, 0.31% hits; AID 686964; in the data active means inhibition above about 13%
# Target sequence (Q9UBB5 whole entry, looked up): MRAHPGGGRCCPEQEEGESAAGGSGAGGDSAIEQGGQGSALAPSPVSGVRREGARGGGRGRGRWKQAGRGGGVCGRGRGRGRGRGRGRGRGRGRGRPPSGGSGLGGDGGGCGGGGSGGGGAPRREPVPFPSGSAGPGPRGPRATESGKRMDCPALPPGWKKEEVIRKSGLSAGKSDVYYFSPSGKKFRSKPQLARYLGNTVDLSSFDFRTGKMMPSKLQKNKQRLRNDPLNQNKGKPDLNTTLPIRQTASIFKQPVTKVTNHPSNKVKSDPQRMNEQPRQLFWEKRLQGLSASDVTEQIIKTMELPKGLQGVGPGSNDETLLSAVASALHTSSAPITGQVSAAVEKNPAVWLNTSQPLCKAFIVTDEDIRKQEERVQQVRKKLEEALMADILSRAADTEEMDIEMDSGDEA
# ADAM17 inh: inhibits human ADAM17. recombinant ADAM17, EDANS/DABCYL FRET peptide cleavage. 370,000 compounds, 0.83% hits. AID 720648. P78536. inhibition, % at 6.95 µM;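 active means inhibition above the mean of compounds lying between control limits plus 3 SD, set per campaign, cut at about 8.5% in these data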;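 further: 0% = DMSO-only wells as the low control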
# KLK7 zymogen act: activators of human kallikrein-7 zymogen; P49862; purified proKLK7, EDANS-DABCYL substrate fluorescence; 100% is mature enzyme control, 0% vehicle; activation, % at 7 µM; 370,000 compounds, 0.9% hits;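 active means activation above the mean of all tested compounds plus 3 SD, computed per campaign excluding outliers beyond control limits, cut at about 13% in these data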
# Tn6 DDE FP: disrupts Tn6 cyclic peptide binding to fibrin D-Dimer-E complex; inhibition, % at 8.3 µM; 370,000 compounds, 0.21% hits; P02675; Fibrin DD(E) TRITC-Tn6 fluorescence polarization displacement;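 active means inhibition above a per-campaign cutoff: mean of compounds within control limits plus 3 SD, cut at about 15% in these data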;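 further: 0% = median of all compound wells on the plate and 100% = blocking peptide control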
# ARFGAP1 inhibitor: inhibits rat ARF GTPase activating protein 1 | 360,000 compounds, 0.26% hits | Arfgap1-stimulated ARF1 GTP hydrolysis, GDP FP detection | inhibition, % at 16.5 µM | Q62848 | AID 651572;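 active means inhibition above a per-plate limit, mean inhibition of low control wells plus 3 SD, cut at about 25% in these data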;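 further: 0% = DMSO wells with enzyme and 100% = wells lacking Arfgap1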
# Target sequence (Q62848 1-136 limits assumed): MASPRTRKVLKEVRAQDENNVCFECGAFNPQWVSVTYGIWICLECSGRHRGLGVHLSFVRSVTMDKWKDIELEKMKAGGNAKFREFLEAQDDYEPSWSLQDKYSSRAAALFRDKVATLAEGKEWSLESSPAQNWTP
#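 Assay system: Rat Arfgap1 GAP domain (His6, aa 1-136), purified enzyme | Buffer or medium: HEPES 25 mM pH 7.5, NaCl 150 mM, MgCl2, DTT | Schedule: GTP hydrolysis reaction 2 h at 25 °C | Signal: FP of antibody-bound GDP Alexa 633 tracer, ex 620/em 688 nm | Measure: Percent inhibition of Arfgap1-stimulated GTP hydrolysis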
# PLC-gamma1 inh: blocks human PLC-gamma1 enzyme activity. P19174. purified PLC-gamma1, fluorogenic substrate, fluorescence. 370,000 compounds, 0.84% hits. inhibition, % at 12.2 µM. AID 720700; in the data active means inhibition above about 9.5%
# Numbers without * were called inactive; i = inactive; nt = no result given.
SMILES,ASAP1 inh,PLCb3 inh,DDE Tn7 FP inh,UHRF1 MBD2 ctr,MBD2 inh,ADAM17 inh,KLK7 zymogen act,Tn6 DDE FP,ARFGAP1 inhibitor,PLC-gamma1 inh
Nc1ccn(CC(=O)NCc2ccccn2)c(=O)n1,4,2,5,-7,-4,-4,0.2,-6,-4,2
Cc1cc(/C(O)=C2\C(=O)C(=O)N(CCN(C)C)C2c2ccncc2)ccc1OCc1ccccc1 (configuration not stated),-9,-2,4,4,7,-4,0.3,-1,1,2
Cc1ccc(CNC(=O)c2ccc([N+](=O)[O-])o2)cc1,-1,2,1,-3,-6,-3,-0.1,3,-6,0
CC(c1ccco1)N(C(=O)CSc1ccc(Br)cc1)c1ccccn1 (configuration not stated),-1,-1,-1,1,0,0,-0.5,-2,-6,-1
Cc1cc(NC(=O)Nc2cc(Cl)ccc2C)no1,8,-3,6,0,4,-1,0.1,5,4,3
CCOC(=O)c1c(NC(=O)CSc2nnc(-c3ccncc3)n2Cc2ccco2)sc(C)c1C,6,1,-6,2,2,-2,0.6,-1,9,0
CCN(CC)CCN1C(=O)C(=O)/C(=C(/O)c2c(C)[nH]c(C(=O)OC)c2C)C1c1cccnc1 (configuration not stated),2,0,-4,-1,-1,-4,0.1,5,-5,7
O=C1Nc2ccccc2N(C(=O)c2ccc3ccccc3c2)C1c1nc2ccccc2[nH]1 (configuration not stated),0,-394,-2,-8,-12,-49,-118,-17,6,-263
O=C(/C=C/c1ccco1)NC(=S)Nc1ccccn1,15,-22,-3,-3,-3,-8,0.4,2,14,-17
CCCN(CCC)CCOc1cc(C)ccc1C(C)C,-14,1,2,0,1,1,0.4,0,3,-1
O=[N+]([O-])c1cc([N+](=O)[O-])c2cc3ccccc3nc2c1,0,-14,-5,-6,-7,0,0.3,-1,0,-12
CC(C)[C@@H]1NC(=O)N(c2ccc(Oc3ccccc3)cc2)C1=O,-5,3,-1,-3,2,-4,-0.2,-6,-1,-2
CCn1nc(C)cc1C(=O)N1CCCC(CCC(=O)NCc2ccccc2F)C1 (configuration not stated),10,-6,2,-2,1,-5,0.1,-7,5,2
N#Cc1cc(-c2ccccc2)nnc1Sc1ccc(Cl)cc1,-11,-1,7,0,0,-5,0.5,10,0,4
COc1ccc(N2C(=O)CC(Sc3nccc(C)n3)C2=O)c(OC)c1 (configuration not stated),4,5,3,-1,3,1,0.2,-4,-11,5
O=C(COC(=O)c1ncc(Cl)c(Cl)c1Cl)c1ccc(Cl)s1,-9,2,5,1,1,-1,0.0,3,2,-3
COc1ccc(S(=O)(=O)N2CCC3CC2c2c(-c4ccc(C(F)(F)F)cc4)cccc23)cc1 (configuration not stated),-3,3,-4,0,-1,4,0.1,5,2,0
CCOC(=O)C1(CCOc2ccccc2)CCN(Cc2ccc(OC)cc2)CC1,-13,-2,4,-2,-5,2,0.7,5,-1,1
CCn1c(COc2ccccc2C)nc2ccccc21,-19,0,-4,1,-5,-3,-0.1,-8,-5,-3
O=C1CC(c2ccccc2F)c2cc3c(cc2N1)CCC3 (configuration not stated),-6,0,1,-4,-8,2,0.1,-3,3,2
CCN(CC(=O)Nc1ccc(NC(C)=O)cc1)C(=O)c1ccc(N2CCCC2)c([N+](=O)[O-])c1,2,-6,7,-3,-6,-1,-0.1,-3,-5,0
CC(=O)N1CCN(S(=O)(=O)c2cccc(C(=O)N(Cc3ccccc3)c3ccc(C)cc3)c2)CC1,-8,-8,3,-2,4,-3,0.2,6,-7,4
O=C(COc1ccccc1Cc1ccccc1)Nc1cccnc1,8,-4,1,-1,-4,4,0.5,-5,5,-1
CCOc1ccc(CN(C)CC(=O)Nc2cccc(C)c2)cc1OC,5,-4,0,0,-3,0,0.2,6,-1,0
CCOC(=O)c1[nH]c2cc(OC)c(OC)cc2c1NC(=O)C(C)N1CCN(Cc2ccccc2)CC1 (configuration not stated),-2,i,8,1,-2,-178,-14,-8,-6,i

# Next section (3 carried over from the part before).
SMILES,ASAP1 inh,PLCb3 inh,DDE Tn7 FP inh,UHRF1 MBD2 ctr,MBD2 inh,ADAM17 inh,KLK7 zymogen act,Tn6 DDE FP,ARFGAP1 inhibitor,PLC-gamma1 inh
O=C(COc1ccccc1Cc1ccccc1)Nc1cccnc1,8,-4,1,-1,-4,4,0.5,-5,5,-1
CCOc1ccc(CN(C)CC(=O)Nc2cccc(C)c2)cc1OC,5,-4,0,0,-3,0,0.2,6,-1,0
CCOC(=O)c1[nH]c2cc(OC)c(OC)cc2c1NC(=O)C(C)N1CCN(Cc2ccccc2)CC1 (configuration not stated),-2,i,8,1,-2,-178,-14,-8,-6,i
CC1CCN(C(=O)CSc2nnc(CNC(=O)c3c(F)cccc3F)o2)CC1,9,-8,4,-1,4,-5,0.2,1,15,1
CCc1ccccc1Oc1coc2cc(O)ccc2c1=O,-17,i,2,0,-4,-163,-6.7,4,-4,-407
COc1ccc(CCNC(=S)N2CCN(S(=O)(=O)c3ccc(F)cc3)CC2)cc1,-7,-6,2,1,9,-2,0.8,-12,0,4
Cc1nnc(SCC(=O)N2CCC(Cc3ccccc3)CC2)n(N)c1=O,-10,2,-3,-2,-5,1,0.8,5,11,2
O=C(Nc1ccc2c(c1)OCO2)c1cccs1,1,2,1,-2,40*,-4,0.1,-4,-15,-1
CC(=O)N/C(=C/c1ccccc1)C(=O)NCCO,4,4,-6,0,2,0,-0.2,3,4,2
CC(C)c1ccc(NC(=O)CN(C)C2=NS(=O)(=O)c3ccccc32)cc1,1,1,-4,0,5,-2,0.4,-4,9,1
C=CCNC(=O)c1cc(-c2ccncc2)nc2c(C)cc(C)cc12,6,-451,-4,-4,-1,-307,2.1,6,-10,-351
COc1ccc(/C=N/NC(=O)CCSc2nc3ccccc3s2)cc1,-1,-1,-4,-2,-2,1,0.1,-7,-4,-2
CC(=O)c1c(C)[nH]c(C(=O)N2CCc3ccccc3C2)c1C,-1,-2,5,4,4,-6,0.0,2,5,-2
CCCCCCCCC(=O)NNC(=O)c1c(O)c2ccccc2n(CC)c1=O,6,-7,1,1,2,-3,-0.7,-4,-4,-1
COc1cccc(OCCCOc2ccccc2C(C)C)c1,-6,3,11,4,0,-2,-0.8,10,3,-2
O=C(Cc1ccccc1)NC(NCCc1ccccc1)C(Cl)(Cl)Cl (configuration not stated),17,3,6,-1,3,1,-0.1,6,4,2
COc1ccc(NC(=O)NCc2ccc3c(c2)OCO3)cc1,0,0,-1,1,6,-2,-0.1,4,14,0
Cc1cc(C)n2c(Nc3ccc4c(c3)OCCO4)c(CC(C)C)nc2n1,2,-8,-11,-3,0,-1,1.0,3,15,-9
NNC(=O)c1ccc(CSc2nc3ccccc3[nH]2)cc1,2,1,3,-2,0,2,-1.0,-3,-12,0
COC(=O)CN1C(=O)[C@H]2[C@@H](c3ccc(C)o3)N3C(=O)CN(Cc4ccccc4)C(=O)[C@@]3(C)[C@H]2C1=O,-15,-3,3,0,2,3,-0.7,0,0,1
Cc1ccc2c(C(=O)CNc3nncs3)c(C)[nH]c2c1,-3,2,-1,-2,2,-4,0.3,-2,-15,3
Cc1cc(C)cc(C(=O)Nc2ccc(N3CCN(C(=O)c4ccco4)CC3)cc2)c1,10,-9,-7,6,10,-3,-0.1,-10,3,-1
CC1(c2ccc(Cl)cc2)NC(=O)N(CC(=O)NC2CCCCC2)C1=O (configuration not stated),5,-3,0,0,-2,-4,-0.1,-2,1,4
Cc1ccc(S(=O)(=O)c2nc(S(C)(=O)=O)sc2N2CCOCC2)cc1,0,-4,1,-4,-2,2,0.5,5,1,1
O=C(Cc1ccccc1)Nc1ccc(NC(=O)C2CCCCC2)nc1,-4,-1,-1,0,3,-2,-0.4,1,0,-2
COC(=O)c1cccc(Cn2ccc3ccc(-c4ccc5ccn(C(=O)c6ccccc6OC)c5c4)cc32)c1,nt,-104,1,-1,-2,-3,-7.2,-1,nt,-65
N=c1ccn(O)cc1CCc1ccccc1,-10,1,-4,-1,-1,1,-0.4,2,-12,3
O=C(CSc1nnc(CNC(=O)c2c(F)cccc2F)o1)Nc1ccc2c(c1)OCCO2,14,-3,-9,1,-4,-2,0.0,-1,7,-1
# Next section:
SMILES,ASAP1 inh,PLCb3 inh,DDE Tn7 FP inh,UHRF1 MBD2 ctr,MBD2 inh,ADAM17 inh,KLK7 zymogen act,Tn6 DDE FP,ARFGAP1 inhibitor,PLC-gamma1 inh
CCOc1ccccc1OCCCC(=O)ON=C(N)c1ccccc1,-4,0,0,2,1,1,-0.5,2,8,3
O=c1c2cc([N+](=O)[O-])ccc2sn1-c1ccccc1,-8,0,5,-1,0,-5,0.1,2,-10,3
COC(=O)CCN(C(=O)C12CC3CC(CC(C3)C1)C2)c1ccccn1,4,0,-6,-1,0,-2,0.1,-4,1,0
COc1cc(OC)cc(-c2c(C#Cc3ccsc3)c3cc(-c4ccc(C(N)=O)cc4)ccc3n2C)c1,14,-66,1,6,-1,-11,-2.3,-5,14,-48
O=C(CCCCCC(=O)N(CCO)CCO)N(CCO)CCO,-3,0,-1,1,0,-3,-0.7,-6,9,-1
Cc1ccccc1OCC(=O)N1N=C(c2cccnc2)CC1(O)C(F)(F)F (configuration not stated),-6,1,2,1,1,-4,0.1,4,10,-1
Clc1ccc(-n2nnc(-c3ncc[nH]3)n2)cc1Cl,2,-2,7,2,4,-6,0.1,-3,7,-2
Cc1ccc2nc(SCC(=O)N3CCCc4ccccc43)nc(=O)n2c1,4,0,-3,0,-2,-2,-0.2,-5,6,-1
Cc1ncccc1C(=O)N1CCCC(CCC(=O)N2CCN(c3ccccn3)CC2)C1 (configuration not stated),4,-9,5,-1,0,-6,0.2,7,8,0
O=S(=O)(c1cccc(F)c1)N1CCc2sccc2C1c1ccc(OC(F)(F)F)cc1 (configuration not stated),-7,-4,2,0,3,-6,0.8,1,-3,-1
CNC(=S)NCc1ccc(Cl)cc1,2,2,6,0,2,-1,-0.9,6,5,0
COc1ccc2cc(C3CC(c4ccco4)=NN3C(=O)CCC(=O)O)c(Cl)nc2c1 (configuration not stated),-7,-17,-6,-2,3,-13,0.7,2,-8,-12
CNc1ccc(S(=O)(=O)NCC(=O)OC(C)C(=O)N(C)Cc2ccccc2)cc1[N+](=O)[O-] (configuration not stated),4,-2,-3,-4,-3,0,0.1,2,-1,1
CN(c1cccc(Cl)c1)S(=O)(=O)c1cccc(C(=O)NCc2ccncc2)c1,6,-9,0,-1,3,-7,-0.2,5,-2,0
COCCn1c(C)cc(C(=O)CSc2ccc(NC(C)=O)cc2)c1C,2,3,-2,0,1,-2,-0.1,2,9,1
N#CCCN(CCC#N)C(=O)c1ccc2c(c1)OCO2,3,5,-5,2,0,0,0.5,0,-13,8

# Entries of single compounds, quoted from the list. Order of values: ASAP1 inh, PLCb3 inh, DDE Tn7 FP inh, UHRF1 MBD2 ctr, MBD2 inh, ADAM17 inh, KLK7 zymogen act, Tn6 DDE FP, ARFGAP1 inhibitor, PLC-gamma1 inh
# Listed for O=c1c2cc([N+](=O)[O-])ccc2sn1-c1ccccc1 = -8, 0, 5, -1, 0, -5, 0.1, 2, -10, 3
# Listed for Clc1ccc(-n2nnc(-c3ncc[nH]3)n2)cc1Cl = 2, -2, 7, 2, 4, -6, 0.1, -3, 7, -2
